KOR antag MB = blocks the human kappa opioid receptor, Maybridge compounds | P41145 | OPRK1 cells, antagonist mode, fluorescence readout | inhibition, % at 9 µM | 0.4% of 16,000 active; in the data active = inhibition above about 50%
S1P1 ag = activates the human S1P1 receptor; 1.5% of 16,000 active; activation, % at 4.5 µM; AID 1044; S1P1 agonist cell-based reporter assay; P21453; in the data active = activation above about 80%
Target sequence (P21453 whole entry, looked up): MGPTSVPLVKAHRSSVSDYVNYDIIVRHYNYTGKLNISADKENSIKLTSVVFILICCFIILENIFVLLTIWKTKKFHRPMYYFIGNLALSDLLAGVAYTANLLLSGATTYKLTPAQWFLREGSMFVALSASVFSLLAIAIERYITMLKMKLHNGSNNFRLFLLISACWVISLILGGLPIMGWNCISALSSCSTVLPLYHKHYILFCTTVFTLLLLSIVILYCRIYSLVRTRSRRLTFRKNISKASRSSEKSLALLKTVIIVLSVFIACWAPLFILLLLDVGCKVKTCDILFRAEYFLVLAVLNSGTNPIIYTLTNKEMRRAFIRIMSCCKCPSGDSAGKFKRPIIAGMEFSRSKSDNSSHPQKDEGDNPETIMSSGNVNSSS
TLR4 MyD88 blk = TLR4-MyD88 interaction inhibition. O00206. Cell-based TLR4-MyD88 binding inhibition assay. inhibition, % at 10 µM. 0.06% of 16,000 active. AID 811; in the data active = inhibition above about 45%
Luminol counter = counter-screen for Nox1 inhibitors: inhibitors of luminol chemiluminescence; HRP/luminol/H2O2 chemiluminescence counterscreen; inhibition, % at 6.7 µM; 0.4% of 16,000 active; also: reference of the scale not given here
rat GALR2 ag = activates the rat galanin receptor 2. cell-based GALR2 agonist screen. activation, % at 10 µM. 0.5% of 16,000 active. AID 833; in the data active = activation above about 15%
PME-1 Maybr inh = inhibitors of human PME-1 in Maybridge library; Q9Y570; recombinant PME-1, FP-Rh probe fluorescence polarization; inhibition, % at 9 µM; 0.5% of 16,000 active; AID 2291; in the data active = inhibition above about 30%
NOTCH ag = agonists of NOTCH signaling; activation, % at 2.5 µM; 0.4% of 15,000 active; NOTCH signaling luciferase reporter cells, luminescence; in the data active = activation above about 2.2%
Nox1 inh = inhibitors of human NADPH oxidase 1 (Nox1) | 0.81% of 16,000 active | inhibition, % at 6.7 µM | HT29 cells, luminol chemiluminescence ROS | AID 1792
Starred values were filed as active, the others as inactive; · = not tested or not shown. Rule as the data show it, unless noted: active = inhibition above about 75%; inactive = the rest.

1. O=C1CSC(c2cccs2)C1 (stereo not drawn)
2. Cc1nnsc1C(=O)NCC1COc2ccccc2O1 (stereo not drawn)
3. O=C1CC(=O)CC(c2ccccc2)C1
4. Cc1cc(/C(N)=N/OC(=O)c2snnc2C)no1
5. N#CC(C#N)=Cc1c(-c2ccc(Cl)cc2)[nH]c2ccccc12
6. COc1nc(C)c(-c2csc(C)n2)cc1C#N

Assay by compound	1	2	3	4	5	6
NOTCH ag	-0.3	-0.7	-0.1	0.1	-0.7	0.4
PME-1 Maybr inh	4	6	2	4	-1	2
KOR antag MB	10	-14	-14	7	7	8
Nox1 inh	-12	-8	3	12	-20	-37
Luminol counter	-8	-9	-1	-4	-3	-2
TLR4 MyD88 blk	10	-7	-11	-10	-3	-1
rat GALR2 ag	-8	-7	-8	-6	-11	-4
S1P1 ag	26	-3	-20	-6	9	-19

7. O=[N+]([O-])c1cc(Br)cc2c1[nH]c1c(Br)cc(Br)cc12
8. Cc1ccc(S(C)(=O)=NC(=O)c2cnc3c(c(C)nn3C)c2SC(C)C)cc1 (stereo not drawn)
9. CS(=O)(=O)N(Cc1ccc(Cl)cc1)c1ncc(C(F)(F)F)cc1Cl
10. COC(=O)c1ccc(S(=O)(=O)Nc2ccc3c(c2)C(=O)OC3)n1C
11. COc1ccccc1NC(=O)NNC(=S)NCC(OC)OC
12. Cc1nc(-c2ccccc2)sc1-c1nc(-c2ccc([N+](=O)[O-])o2)no1

Assay by compound	7	8	9	10	11	12
NOTCH ag	0.3	-0.9	·	-0.6	·	-0.2
PME-1 Maybr inh	-1	2	10	1	-1	2
KOR antag MB	-5	-1	-7	-4	-12	11
Nox1 inh	-63	-89	-20	-13	0	0
Luminol counter	-2	2	-8	2	10	-4
TLR4 MyD88 blk	7	·	6	15	2	-5
rat GALR2 ag	-4	-6	-10	-2	-7	-3
S1P1 ag	4	-11	11	-3	-7	-27

13. COc1ccc(C(=O)CSc2n[nH]c(=O)n2Cc2ccco2)cc1
14. Cc1c(C#N)c(=O)[nH]c2ccccc12
15. COC(=O)c1sccc1-c1ccc(/C=N/OCc2cc(F)cc3c2OCOC3)o1
16. CN(c1cnn(-c2ccc(Cl)cc2Cl)c(=O)c1Cl)N1CC(C)(C)C1=O
17. CCOc1ccc(/C=C(\C#N)C(=O)N2CCCC2)cc1
18. Cc1cc(N=NNc2cc(C)on2)no1

Assay by compound	13	14	15	16	17	18
NOTCH ag	2.2*	-0.1	0.7	-0.1	-0.3	-0.1
PME-1 Maybr inh	3	-2	-1	1	0	2
KOR antag MB	0	4	22	-6	3	6
Nox1 inh	5	-37	-2	-26	-16	21
Luminol counter	-2	2	-1	-3	0	0
TLR4 MyD88 blk	-1	-3	0	-8	-5	7
rat GALR2 ag	-2	-1	-4	-4	-1	-4
S1P1 ag	3	-17	1	3	-22	-6

19. C#CC(C)(CC)OCC(O)CS(=O)(=O)O (stereo not drawn)
20. O=[N+]([O-])c1ccc(S(=O)(=O)c2cc(Cl)ccc2Cl)[n+]([O-])c1
21. CCOC(=O)c1c(C)csc1NC(=O)CC(=O)C(F)(F)F
22. COc1cc(/C=N\n2c(C)n[nH]c2=S)cc(OC)c1OC
23. O=[N+]([O-])c1ccc(-c2ccc(-c3ccc([N+](=O)[O-])cc3)o2)cc1
24. N#C/C=C/c1cc(C(F)(F)F)cc(C(F)(F)F)c1

Assay by compound	19	20	21	22	23	24
NOTCH ag	0.0	3.6*	-0.7	0.4	-0.7	-0.7
PME-1 Maybr inh	7	4	0	6	-8	3
KOR antag MB	12	6	-3	11	45	2
Nox1 inh	-13	-58	-3	53	-36	-22
Luminol counter	-8	-2	0	101*	5	2
TLR4 MyD88 blk	4	3	0	-1	8	-2
rat GALR2 ag	-5	-6	-8	-2	-14	-8
S1P1 ag	12	-9	13	14	66	-12

Retrieved one by one from the list above:
24. N#C/C=C/c1cc(C(F)(F)F)cc(C(F)(F)F)c1
21. CCOC(=O)c1c(C)csc1NC(=O)CC(=O)C(F)(F)F

Assay by compound	24	21
NOTCH ag	-0.7	-0.7
PME-1 Maybr inh	3	0
KOR antag MB	2	-3
Nox1 inh	-22	-3
Luminol counter	2	0
TLR4 MyD88 blk	-2	0
rat GALR2 ag	-8	-8
S1P1 ag	-12	13

(list continues)
25. CCOC(=O)C/C(=N\NC(N)=O)C(F)(F)F
26. O=C(Nc1ccccc1C(=O)c1ccccc1)c1ccc(Cl)cc1
27. COC(=O)c1cc(-c2ccc(S(=O)(=O)NCc3ccc4c(c3)OCO4)cc2)c(C(F)(F)F)s1
28. CCOC(=O)c1ccc(-n2c(=S)[nH]c3ccccc32)cc1
29. COc1ccccc1CC(=O)Nc1ccc2ccccc2n1
30. COC(=O)CNCC(=O)OC
31. CS(=O)(=O)/C(C#N)=C/c1cccn1S(=O)(=O)c1ccccc1

Assay by compound	25	26	27	28	29	30	31
NOTCH ag	0.4	-0.1	-0.3	-0.1	0.2	-1.2	-0.3
PME-1 Maybr inh	-10	10	-21	-5	1	-2	31*
KOR antag MB	0	-8	1	-6	-14	11	0
Nox1 inh	-24	5	34	7	-11	-29	-7
Luminol counter	4	-5	-6	-2	0	2	-3
TLR4 MyD88 blk	9	0	-13	-3	-2	10	-3
rat GALR2 ag	-4	-6	-6	-5	-4	-7	-4
S1P1 ag	-6	-17	58	11	-8	39	8

Among those listed so far, these contain four or more nitrogen atoms:
4. Cc1cc(/C(N)=N/OC(=O)c2snnc2C)no1
8. Cc1ccc(S(C)(=O)=NC(=O)c2cnc3c(c(C)nn3C)c2SC(C)C)cc1 (stereo not drawn)
11. COc1ccccc1NC(=O)NNC(=S)NCC(OC)OC
12. Cc1nc(-c2ccccc2)sc1-c1nc(-c2ccc([N+](=O)[O-])o2)no1
16. CN(c1cnn(-c2ccc(Cl)cc2Cl)c(=O)c1Cl)N1CC(C)(C)C1=O
18. Cc1cc(N=NNc2cc(C)on2)no1
22. COc1cc(/C=N\n2c(C)n[nH]c2=S)cc(OC)c1OC

Assay by compound	4	8	11	12	16	18	22
NOTCH ag	0.1	-0.9	·	-0.2	-0.1	-0.1	0.4
PME-1 Maybr inh	4	2	-1	2	1	2	6
KOR antag MB	7	-1	-12	11	-6	6	11
Nox1 inh	12	-89	0	0	-26	21	53
Luminol counter	-4	2	10	-4	-3	0	101*
TLR4 MyD88 blk	-10	·	2	-5	-8	7	-1
rat GALR2 ag	-6	-6	-7	-3	-4	-4	-2
S1P1 ag	-6	-11	-7	-27	3	-6	14

Screens as filed in PubChem BioAssay.
